Source: PubChem BioAssay
phage Ecoli inh – E. coli growth loss with phage present; growth absorbance; inhibition, % at 11.9 µM; 360,000 compounds, 0.26% hits; in the data active = inhibition above about 11%
CAL PDZ FP – inhibitors of human CAL PDZ peptide binding; purified CAL PDZ, TMR-peptide fluorescence polarization, 1 h; inhibition, % at 20 µM; Q9HD26; 330,000 compounds, 0.02% hits; AID 504414;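 active = highest replicate inhibition of at least 40%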;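 note: plate controls were DMSO neutral control wells for no effect and unlabeled competitor peptide control wells for full effect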
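System: purified tagged CAL PDZ domain construct (CerCALP). Schedule: 1 h incubation at room temperature before polarization reading. Medium: 25 mM sodium phosphate pH 7.4, 150 mM NaCl, TCEP, IgG, Thesit. Read-out: percent inhibition from loss of millipolarization. Measured by: FP readout, S and P plane fluorescence. Probe or stimulus: fluorescent TMR peptide probe.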
Wnt bcat act – activators of Wnt/beta-catenin signaling; Wnt/beta-catenin reporter cell assay, activator, plate reader; activation, % at 9.35 µM; 300,000 compounds, 1.2% hits; AID 743398; in the data active = activation above about 30%, passing the limit was not always enough;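 note: 0% = neutral control wells and 100% = positive control wells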
Rtt109 HAT inh – inhibitors of Candida albicans Rtt109/Vps75 histone acetyltransferase; Q5AAJ8; purified Rtt109/Vps75, ThioGlo CoA-SH fluorescence, 4 h; inhibition, % at 34.9 µM; 330,000 compounds, 0.16% hits; AID 540336;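 active = inhibition of at least 50% in every replicate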
Target sequence (Q5AAJ8 whole entry, looked up): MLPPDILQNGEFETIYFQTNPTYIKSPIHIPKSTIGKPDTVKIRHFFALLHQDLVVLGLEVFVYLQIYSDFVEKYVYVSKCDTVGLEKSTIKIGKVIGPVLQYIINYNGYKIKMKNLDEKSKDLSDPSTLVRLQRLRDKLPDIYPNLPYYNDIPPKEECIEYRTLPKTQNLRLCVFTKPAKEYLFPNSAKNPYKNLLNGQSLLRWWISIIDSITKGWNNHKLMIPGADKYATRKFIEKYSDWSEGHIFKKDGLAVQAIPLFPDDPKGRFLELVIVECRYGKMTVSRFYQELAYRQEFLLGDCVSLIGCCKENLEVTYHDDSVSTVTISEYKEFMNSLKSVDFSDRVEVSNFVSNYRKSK
AddAB inh – less growth of phage-infected E. coli with AddAB; E. coli expressing H. pylori AddAB, absorbance growth; inhibition, % at 11.9 µM; 330,000 compounds, 0.29% hits; AID 435030; in the data active = inhibition above about 12%;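 note: 0% = vehicle wells of infected cells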
Ecoli viability – counter-screen for AddAB inhibitors: E. coli growth inhibition; E. coli V3065 growth, OD600 absorbance, 18 h; inhibition, % at 11.9 µM; 330,000 compounds, 0.27% hits;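 active = inhibition above the campaign's mean inhibition across all tested compounds plus 3 SD, cut at about 9.9% in these data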;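 note: uninfected addAB+ strain grown without phage in ampicillin broth; 0% = DMSO wells and 100% = ciprofloxacin 0.95 µg/ml wells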
DAGLB inh – blocks human DAGLB lipase activity. 340,000 compounds, 0.059% hits. Q8NCG7. inhibition, % at 5.17 µM. HEK293T DAGLB membrane lysate, EnzChek fluorogenic substrate; in the data active = inhibition above about 34%;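 note: 0% = enzyme with vehicle and 100% = wells lacking enzyme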
Target sequence (Q8NCG7 whole entry, looked up): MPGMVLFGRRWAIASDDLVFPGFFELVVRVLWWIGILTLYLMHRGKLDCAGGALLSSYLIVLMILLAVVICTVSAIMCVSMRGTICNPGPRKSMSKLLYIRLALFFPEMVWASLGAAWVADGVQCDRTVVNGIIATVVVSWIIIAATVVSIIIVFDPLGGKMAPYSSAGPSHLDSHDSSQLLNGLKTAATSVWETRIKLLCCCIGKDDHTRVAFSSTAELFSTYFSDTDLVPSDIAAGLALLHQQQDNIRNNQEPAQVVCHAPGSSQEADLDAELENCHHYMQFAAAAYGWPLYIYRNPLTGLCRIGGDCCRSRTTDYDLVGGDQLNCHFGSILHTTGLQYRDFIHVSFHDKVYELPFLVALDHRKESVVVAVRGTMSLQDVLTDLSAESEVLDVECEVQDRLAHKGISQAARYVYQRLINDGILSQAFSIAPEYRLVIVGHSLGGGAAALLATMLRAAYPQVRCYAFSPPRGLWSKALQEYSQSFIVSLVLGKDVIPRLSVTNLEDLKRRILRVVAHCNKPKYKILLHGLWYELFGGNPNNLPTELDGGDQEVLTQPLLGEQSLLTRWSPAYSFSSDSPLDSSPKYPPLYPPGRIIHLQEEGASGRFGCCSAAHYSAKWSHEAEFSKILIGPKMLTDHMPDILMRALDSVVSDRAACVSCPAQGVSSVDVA
PvdQ inh – blocks Pseudomonas aeruginosa PvdQ acylase activity | 340,000 compounds, 0.063% hits | AID 488965 | purified PvdQ acylase, fluorescence plate reader | inhibition, % at 10 µM; in the data active = inhibition above about 30%, passing the limit was not always enough;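 note: 0% = vehicle neutral wells and 100% = reference inhibitor wells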
Tat export inh – blocks Tat-dependent protein export in E. coli; E. coli MC4100 TorA-mCherry Tat export, fluorescence; inhibition, % at 10 µM; 340,000 compounds, 0.036% hits;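 active = mean replicate inhibition at least 50% and at least half of replicates individually reaching 50%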;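 note: exported cargo escapes ClpAP degradation while cytoplasmic cargo is degraded and loses fluorescence; 0% = median of neutral control wells and 100% = median of NaSCN control wells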
PfHsp90 yeast 2 – reduces growth (ATP signal) of yeast expressing P. falciparum Hsp90. 310,000 compounds, 0.32% hits. S. cerevisiae expressing PfHsp90, BacTiter-Glo ATP, 48 h; yeast lacking PDR1 and PDR3 efflux regulators. inhibition, % at 9.4 µM;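 active = every replicate shows inhibition above about 80%, whatever the replicate mean, limit read from the data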;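 note: 0% = DMSO neutral controls and 100% = 20 µM radicicol positive controls; yeast relying on Plasmodium falciparum Hsp90 in place of its own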
The depositor's hits bear a star.

`Cn1c(=O)[nH]c(=O)c2c1nc(N1CCCC1)n2CCCSc1nc2ccccc2o1` gave phage Ecoli inh 1.8, CAL PDZ FP -1.0, Wnt bcat act 15, Rtt109 HAT inh -3, AddAB inh 2.2, Ecoli viability -2.3, DAGLB inh 5, PvdQ inh -6 and Tat export inh -15.
`COc1ccc(-c2nn(Cc3ccccc3)cc2C(=O)N2CCN(c3ncccn3)CC2)cc1OC` gave phage Ecoli inh 0.0, CAL PDZ FP -0.8, Wnt bcat act -1, Rtt109 HAT inh 14, AddAB inh 1.4, Ecoli viability -0.2, DAGLB inh -2, PvdQ inh 4, Tat export inh 2 and PfHsp90 yeast 2 9.
Screening CCCCn1c(N)c(N(CC(C)C)C(=O)c2cccc(S(=O)(=O)N3CCCCC3)c2)c(=O)[nH]c1=O returned phage Ecoli inh 4.3, CAL PDZ FP -1.5, Wnt bcat act -1, Rtt109 HAT inh 9, AddAB inh 0.2, Ecoli viability 0.1, DAGLB inh 1, PvdQ inh 8 and Tat export inh -6.
`NC(=O)CN1C(=O)C(=O)N(Cc2ccccc2)C1=O` gave phage Ecoli inh 1.8, CAL PDZ FP -1.1, Wnt bcat act 0, Rtt109 HAT inh 8, AddAB inh -1.4, Ecoli viability 2.7, DAGLB inh 0, PvdQ inh -19, Tat export inh -6 and PfHsp90 yeast 2 -11.
For O=C1C(CCS(=O)c2ccccc2)C(=O)N(c2ccccc2)N1c1ccccc1 (stereo unspecified) the results were phage Ecoli inh 3.0, CAL PDZ FP -0.7, Wnt bcat act -3, Rtt109 HAT inh -1, AddAB inh -3.5, Ecoli viability -2.3, DAGLB inh 3, PvdQ inh -13, Tat export inh 6 and PfHsp90 yeast 2 -11.
COCCSc1nnc(-c2cnccn2)o1 was read as phage Ecoli inh 1.6, CAL PDZ FP 0.9, Wnt bcat act 0, Rtt109 HAT inh -3, AddAB inh 2.2, Ecoli viability -1.3, DAGLB inh 2, PvdQ inh -1 and Tat export inh 3.
For CC1(C2CCC3(C)OC3C2)CO1 (stereo unspecified) the results were phage Ecoli inh 0.3, CAL PDZ FP 1.2, Wnt bcat act -2, Rtt109 HAT inh 0, DAGLB inh -2, PvdQ inh -1, Tat export inh 1 and PfHsp90 yeast 2 -3.
Screening COc1ccc(-c2noc3c2-c2nc(-c4ccc(Br)cc4)sc2CC3)cc1 returned phage Ecoli inh -0.2, CAL PDZ FP -0.2, Wnt bcat act 14, Rtt109 HAT inh -3, AddAB inh 2.3, Ecoli viability 4.1, DAGLB inh -3, PvdQ inh 0, Tat export inh 4 and PfHsp90 yeast 2 -22.
For CCCn1c(C)cc(/C=C(\C#N)C(=O)O)c1C the results were phage Ecoli inh 1.9, CAL PDZ FP -2.2, Wnt bcat act 1, Rtt109 HAT inh 11, AddAB inh 3.7, Ecoli viability 0.5, DAGLB inh -2, PvdQ inh 8, Tat export inh -6 and PfHsp90 yeast 2 -3.
`Cc1sc2ncnc(N3CCC(C(=O)Nc4nc(-c5cccs5)cs4)CC3)c2c1C` gave phage Ecoli inh -1.4, CAL PDZ FP -0.7, Wnt bcat act -8, Rtt109 HAT inh 0, AddAB inh 2.1, Ecoli viability 2.5, DAGLB inh -6, PvdQ inh -2 and Tat export inh 3.
Screening Cc1ccc(Nc2cc(C)c(O)c(C)c2)cc1 returned phage Ecoli inh 0.7, CAL PDZ FP -1.6, Wnt bcat act 7, Rtt109 HAT inh 5, AddAB inh 1.3, Ecoli viability -0.9, DAGLB inh 2, PvdQ inh -14, Tat export inh -4 and PfHsp90 yeast 2 9.
CC(C)c1nc(SCC(=O)Nc2cccc3ccccc23)n[nH]1 was read as phage Ecoli inh 1.1, CAL PDZ FP 1.6, Wnt bcat act -20, Rtt109 HAT inh 2, AddAB inh -2.9, Ecoli viability -2.4, DAGLB inh 0, PvdQ inh -15, Tat export inh 9 and PfHsp90 yeast 2 -2.
For CSc1sc(C(=O)NNC(=O)c2ccc(Cl)cc2)c2c1C=CCC2 the results were phage Ecoli inh 2.9, CAL PDZ FP -0.7, Wnt bcat act 1, Rtt109 HAT inh 6, AddAB inh 3.0, Ecoli viability 0.7, DAGLB inh -1, PvdQ inh -18, Tat export inh 12 and PfHsp90 yeast 2 16.
Cc1sc2ncnc(OCC(=O)NCC3CCCO3)c2c1C (stereo unspecified) was read as phage Ecoli inh 1.5, CAL PDZ FP -1.2, Wnt bcat act -3, Rtt109 HAT inh 1, AddAB inh 1.9, Ecoli viability -0.5, DAGLB inh -3, PvdQ inh -10, Tat export inh 11 and PfHsp90 yeast 2 25.
CC(C)(CC(=O)O)CC(=O)N1CCCN(c2nccc(C(F)(F)F)n2)CC1 was read as phage Ecoli inh 3.6, CAL PDZ FP -3.8, Wnt bcat act -1, Rtt109 HAT inh 6, AddAB inh 2.7, Ecoli viability 2.8, DAGLB inh -2, PvdQ inh -13, Tat export inh -8 and PfHsp90 yeast 2 9.
Screening CC(C)NC(=O)Cn1c(=O)c2c(ncn2Cc2ccccc2)n(Cc2ccccc2)c1=O returned CAL PDZ FP 0.4, Wnt bcat act -1, Rtt109 HAT inh 8, AddAB inh -1.6, Ecoli viability -1.8, DAGLB inh 2, PvdQ inh -2, Tat export inh -2 and PfHsp90 yeast 2 -3.
O=C(C1CCN(c2nnc(-n3cccc3)s2)CC1)N1CCOCC1 was read as phage Ecoli inh 1.8, CAL PDZ FP 0.2, Wnt bcat act -3, Rtt109 HAT inh 1, AddAB inh 2.3, Ecoli viability 0.9, DAGLB inh 4, PvdQ inh -12, Tat export inh 2 and PfHsp90 yeast 2 17.
Screening CNC(=O)CSc1nc2ccccc2c(=O)n1CCc1ccccc1 returned phage Ecoli inh 0.1, CAL PDZ FP -0.6, Wnt bcat act -2, Rtt109 HAT inh 3, AddAB inh 2.7, Ecoli viability 0.7, DAGLB inh -1, PvdQ inh -6, Tat export inh -3 and PfHsp90 yeast 2 1.
For Cc1cc(OCc2cc(C(=O)NC(C)c3c(C)nn(C)c3C)no2)cc(C)c1Cl (stereo unspecified) the results were phage Ecoli inh 3.3, CAL PDZ FP -0.5, Wnt bcat act 1, Rtt109 HAT inh 9, AddAB inh 0.2, Ecoli viability -2.0, DAGLB inh -2, PvdQ inh -4, Tat export inh 1 and PfHsp90 yeast 2 -2.
Screening COc1cc(/C=C/C(=O)OCC(=O)N2CCC(Cc3ccccc3)CC2)ccc1O returned phage Ecoli inh 4.4, CAL PDZ FP -2.5, Rtt109 HAT inh 3, AddAB inh 2.0, Ecoli viability -0.3, DAGLB inh -3, PvdQ inh 6, Tat export inh 9 and PfHsp90 yeast 2 -39.
For COc1ccc(OC)c(N=CC2=C(O)CC(C)(C)CC2=O)c1 the results were phage Ecoli inh 3.5, CAL PDZ FP -0.3, Rtt109 HAT inh 11, AddAB inh 2.3, Ecoli viability 2.2, DAGLB inh -1, PvdQ inh 13, Tat export inh 9 and PfHsp90 yeast 2 19.
`CCn1c(=O)cc(N2CCN(Cc3ccccc3)CC2)[nH]c1=O` gave phage Ecoli inh 4.1, CAL PDZ FP -0.3, Wnt bcat act -1, Rtt109 HAT inh -2, AddAB inh -1.3, Ecoli viability -0.7, DAGLB inh 0, PvdQ inh -14, Tat export inh -2 and PfHsp90 yeast 2 10.
`CN(C(=O)c1cccc(NC(=O)Cc2ccc(NC(=O)C3CCN(C(=O)C4CCCCC4)CC3)cc2)c1)C1CC1` gave phage Ecoli inh 3.1, CAL PDZ FP 0.5, Wnt bcat act -1, Rtt109 HAT inh -3, DAGLB inh -3, PvdQ inh 2, Tat export inh -2 and PfHsp90 yeast 2 -8.
`O=C(NC1CC2CCC(C1)N2Cc1ccccc1)c1cccc(F)c1` (stereo unspecified) gave phage Ecoli inh 3.9, CAL PDZ FP -0.4, Wnt bcat act -1, Rtt109 HAT inh 3, AddAB inh 0.1, Ecoli viability -1.2, DAGLB inh 0, PvdQ inh -15, Tat export inh -9 and PfHsp90 yeast 2 -8.
Cc1c(NC(=O)C(C)OC(=O)Cc2ccc(F)cc2)c(=O)n(-c2ccccc2)n1C (stereo unspecified) was read as phage Ecoli inh 1.3, CAL PDZ FP -2.5, Wnt bcat act 1, Rtt109 HAT inh -7, AddAB inh 1.4, Ecoli viability -1.1, DAGLB inh 0, PvdQ inh 3, Tat export inh -1 and PfHsp90 yeast 2 13.
C=CCSc1nc(N)c2c(C)c(C)sc2n1 was read as phage Ecoli inh 2.5, CAL PDZ FP -1.5, Wnt bcat act 12, Rtt109 HAT inh -1, AddAB inh 0.3, Ecoli viability -2.6, DAGLB inh -2, PvdQ inh -4, Tat export inh -11 and PfHsp90 yeast 2 -18.
Cc1[nH]c(=O)c(C#N)c(C)c1CCC(=O)Nc1cc(S(C)(=O)=O)ccc1Cl was read as phage Ecoli inh 8.1, CAL PDZ FP -1.8, Wnt bcat act 0, Rtt109 HAT inh -3, AddAB inh 1.8, Ecoli viability -0.4, DAGLB inh 0, PvdQ inh -11, Tat export inh 30 and PfHsp90 yeast 2 10.
For CCOC(=O)C1CCCN(C(=S)NC2CCCCC2)C1 (stereo unspecified) the results were phage Ecoli inh 1.7, CAL PDZ FP -0.9, Wnt bcat act 0, Rtt109 HAT inh 0, AddAB inh -0.9, Ecoli viability -1.5, DAGLB inh 0, PvdQ inh -4, Tat export inh 2 and PfHsp90 yeast 2 0.
CCOc1ccc(C(=O)N2CCN(c3ccccn3)CC2)cc1OCC was read as phage Ecoli inh 2.4, CAL PDZ FP -0.4, Wnt bcat act 1, Rtt109 HAT inh -3, AddAB inh 1.0, Ecoli viability 1.3, DAGLB inh 0, PvdQ inh -11, Tat export inh -5 and PfHsp90 yeast 2 -14.
CC1CCCC(C)N1C(=O)c1ccc(S(=O)(=O)NCc2ccco2)cc1 (stereo unspecified) was read as phage Ecoli inh 3.3, CAL PDZ FP -1.3, Wnt bcat act 1, Rtt109 HAT inh -2, AddAB inh 3.7, Ecoli viability 1.3, DAGLB inh -1, PvdQ inh -15, Tat export inh 1 and PfHsp90 yeast 2 5.
Cc1cc(C(=O)c2cnc(/N=C/N(C)C)s2)c(F)cc1Cl was read as phage Ecoli inh 1.7, CAL PDZ FP -0.5, Wnt bcat act -1, Rtt109 HAT inh -5, AddAB inh 2.0, Ecoli viability 1.5, DAGLB inh 2, PvdQ inh -8, Tat export inh -4 and PfHsp90 yeast 2 3.
Screening COc1ccc(-c2ccc(=O)n(Cc3ccc([N+](=O)[O-])cc3)n2)cc1 returned phage Ecoli inh 1.5, CAL PDZ FP -2.8, Wnt bcat act -5, Rtt109 HAT inh -4, AddAB inh 2.7, Ecoli viability -0.6, DAGLB inh -1, PvdQ inh -10, Tat export inh 3 and PfHsp90 yeast 2 9.

Of the compounds above, 2 contain a cyano group:
For CCCn1c(C)cc(/C=C(\C#N)C(=O)O)c1C the results were phage Ecoli inh 1.9, CAL PDZ FP -2.2, Wnt bcat act 1, Rtt109 HAT inh 11, AddAB inh 3.7, Ecoli viability 0.5, DAGLB inh -2, PvdQ inh 8, Tat export inh -6 and PfHsp90 yeast 2 -3.
Cc1[nH]c(=O)c(C#N)c(C)c1CCC(=O)Nc1cc(S(C)(=O)=O)ccc1Cl was read as phage Ecoli inh 8.1, CAL PDZ FP -1.8, Wnt bcat act 0, Rtt109 HAT inh -3, AddAB inh 1.8, Ecoli viability -0.4, DAGLB inh 0, PvdQ inh -11, Tat export inh 30 and PfHsp90 yeast 2 10.
